Bioassay records deposited in PubChem by several laboratories.
Platelet DG rel = platelet dense granule release activity; human platelet-rich plasma, SFLLRN dense granule ATP release, luminescence; inhibition, %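 (compounds screened at 7.5 µM in platelet-rich plasma)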; 0.22% of 300,000 active;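 active = mean replicate score, as percent of positive control, at or above 50; inconclusive = mean below 50 but at least one replicate at or above 50; inactive = mean and every replicate below 50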
SKKanGAS inh = SKKanGAS growth inhibition; 1.3% of 300,000 active; inhibition, % at 7.5 µM; AID 1662; S. pyogenes SKKanGAS, kanamycin growth, BacTiter-Glo, 6 h;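 active = mean replicate score, as percent of positive control median, at least 50; inconclusive = mean below 50 but one replicate at or above 50; inactive = mean and every replicate below 50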;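 note: strain carries kanamycin resistance gene driven by streptokinase promoter and grows in 40 µg/ml kanamycin; loss of luminescence reflects streptokinase promoter inhibition or plain growth inhibition; 0% = median of DMSO wells and 100% = positive control at its reference dose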
HSF-1 act = increases HSF-1 driven luciferase reporter signal. NIH3T3-HGL HSF-1 luciferase reporter, MG132, 8 h; 100% = twice DMSO control signal. activation, % at 9 µM. 1.7% of 300,000 active. AID 504408;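 active = mean replicate activation of at least 50% with a set share of replicates each reaching 50%; inconclusive = only one of those two conditions met; inactive = mean below 50% and too few replicates reaching it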;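 note: 0% = median of the neutral control wells and 100% = twice that signal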
IEC-6 cytotox = counter-screen for KLF5 inhibitors: cytotoxicity in IEC-6 cells; 0.78% of 290,000 active; inhibition, % at 5 µM; IEC-6 cytotoxicity, luminescence viability; in the data active = inhibition above about 22%;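 note: 0% = plate median of test compound wells and 100% = cytotoxic reference compound wells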
KLF5 inh = suppresses KLF5 promoter-driven expression; DLD-1 KLF5 promoter-luciferase reporter, luminescence; inhibition, % at 5 µM; 0.23% of 290,000 active; AID 1700;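 active = inhibition above a per-plate limit of that plate's mean compound inhibition plus 3 SD, cut at about 60% in these data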;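 note: 0% = DMSO wells and 100% = LY294002 at 200 µM; higher means less KLF5 promoter-driven luciferase light; inactives centre near -14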
AI-2 QS mod = Vibrio harveyi AI-2 quorum sensing modulation; Vibrio harveyi JMH597 AI-2 luminescence/OD600 ratio, 9 h; hits give low values; strain lacks LuxN and CqsS sensors; 0 = neutral-control median; activity change, % at 7.5 µM; 0.4% of 300,000 active; AID 2094; in the data active = activity change below about -75%, passing the limit was not always enough; inconclusive = no clear call, values can overlap the other calls;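 note: luminescence divided by OD600 gain over 9 h not by final OD600 alone; inactives centre near 13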
HIF activator = HIF pathway transcriptional activation. activation, % at 7.5 µM (by protocol). U2OS HRE-luciferase reporter, luminescence; normalized: DMSO 0%, desferrioxamine 100%. AID 1910. 0.32% of 300,000 active;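 active = mean activation of at least 10% of the iron chelator positive control signal, with at least half of replicates also reaching 10%; inconclusive = mean and replicate majority disagree about reaching 10%; inactive = mean and most replicates under 10%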
HSP90 inh = HSP90 refolding inhibition in rabbit reticulocyte lysate; AID 1789; 0.91% of 290,000 active; inhibition, % at 5.6 µM; luciferase refolding luminescence, 3 h;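 active = inhibition above the screen-wide mean plus 3 SD, computed separately per campaign, cut at about 16% in these data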;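 note: 0% = DMSO wells and 100% = 60 µM geldanamycin wells; inhibitors lower the luminescence because luciferase stays unfolded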
HSF1 inhib = HSF1 inhibition. AID 2098. 0.77% of 300,000 active. NIH3T3-HGL HSE-luciferase, MG132-induced, luminescence 8 h; hits give low values. activity change, negative = inhibition, % at 7.5 µM (by protocol);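 active = more than half of replicate wells show activity change below -50%, luminescence cut by over half; inconclusive = some wells, but at most half, below -50%; inactive = no replicate well below -50%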;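 note: luciferase reports HSF-1 transcriptional activity via heat shock element; 0% = median of DMSO wells and -100% = zero luminescence signal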
aSyn UTR inh = MLPCN primary screen, SNCA 5' untranslated region | 0.82% of 300,000 active | AID 1813 | inhibition, % (tested at 7.5 µM) | alpha-synuclein 5'UTR reporter, inhibitor activity; in the data active = inhibition above about 60%; inconclusive = no clear call, values can overlap the other calls;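 note: H4 neuroglioblastoma cells stably carrying SNCA 5'UTR luciferase fusion; 0% = DMSO wells and 100% = positive control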
Starred values were filed as active, the others as inactive; ? = inconclusive; . = not tested or not shown.

1) CCOCc1nnc(NC(=O)c2cc(Cl)ccc2OC)s1
2) CCOC(=O)N1CCC(Nc2c(Nc3cccc(CC)c3)c(=O)c2=O)CC1
3) COCCn1c(SCC(=O)c2ccccc2)nc2c(c1=O)SCC2
4) CCC(C)[C@@H](C(=O)Nc1ccc(OC)c(OC)c1)N1Cc2ccccc2C1=O (stereo not given in full)
5) CCOC(=O)c1c(CSc2ccccc2)n(C)c2cc(Br)c(OC)c(O)c12
6) CC(=O)Nc1ccc(S(=O)(=O)Nc2cccc(N(C)S(C)(=O)=O)c2)cc1
7) COc1cccc(-c2cc(C(=O)NN3CCOCC3)c3ccccc3n2)c1
8) CCc1c(O)nc(SCc2ccc(F)cc2)[nH]c1=O
9) Cc1ccc(/C=C/C(=O)OCC(=O)Nc2ccccc2Sc2ccccc2)cc1
10) Cc1ccc(C)c(NC(=O)CN(C)C(=O)Cc2coc3cc(C)c(C)cc23)c1
screen / no.	1	2	3	4	5	6	7	8	9	10
Platelet DG rel	.	-2	-2	3	-3	-6	-7	3	6	5
SKKanGAS inh	-3	8	-11	3	-8	2	-5	2	-12	-1
HSF-1 act	17	-12	13	-3	4	5	-1	18	6	4
IEC-6 cytotox	-2	8	-2	-1	4	-3	9	7	-5	.
KLF5 inh	6	-26	-11	-69	-6	-2	3	-57	2	.
AI-2 QS mod	17	38	3	17	-21	5	11	4	8	2
HIF activator	0.6	-0.2	1.2	.	2.5	-0.5	-0.6	0.9	0.4	?
HSP90 inh	0	3	-3	0	-1	13	3	0	-3	.
HSF1 inhib	8	0	14	-5	1	-8	-2	2	2	5
aSyn UTR inh	-33	-18	-9	30	-1	-6	19	-10	-11	-1

11) O=C(CCCOc1ccccc1)N1CCN(S(=O)(=O)c2cccc(F)c2)CC1
12) COc1ccc(C(=O)CCC(=O)NCCc2ccccc2F)cc1
13) NC(=O)c1cc([N+](=O)[O-])ccc1N1CCN(Cc2ccccc2)CC1
14) CC(C)(C)C(=O)NC(=S)N1CCc2ccccc21
15) CCc1cccc(CC)c1NC(=O)C1CN(S(=O)(=O)c2ccccc2)CCN1S(=O)(=O)c1ccccc1 (stereo not given)
16) CSc1ccc(/C=N/N2CCN(Cc3ccc(Cl)cc3)CC2)cc1
17) COc1cc(OC)c(NC(=O)CCc2ccccc2)cc1Cl
18) CCCCCCCCOC(=O)CCn1[nH]c(=O)c2ccccc2c1=O
19) Cc1ccc(/C(O)=C2/C(=O)C(=O)N(CC(=O)O)C2c2ccc([N+](=O)[O-])cc2)cc1 (stereo not given)
20) Cc1noc(C)c1S(=O)(=O)N1CCCC(C(=O)Nc2cccnc2)C1 (stereo not given)
screen / no.	11	12	13	14	15	16	17	18	19	20
Platelet DG rel	-4	-5	9	7	3	0	-1	-4	-3	3
SKKanGAS inh	-6	-1	-1	-9	9	-4	-3	-11	-1	-4
HSF-1 act	-7	-10	-13	0	5	20	13	-4	-13	-46
IEC-6 cytotox	.	-4	-1	-2	-1	-2	-2	-3	-3	0
KLF5 inh	.	-19	-19	-11	-13	-11	-11	-17	-37	0
AI-2 QS mod	.	3	17	5	14	23	19	24	.	15
HIF activator	-0.2	0.1	-2.2	0.3	-0.3	-0.2	-0.1	0.6	-2.8	-0.4
HSP90 inh	.	-1	-1	-3	-1	-1	-2	-2	1	-1
HSF1 inhib	-2	0	-5	-1	7	5	7	2	-3	-26
aSyn UTR inh	-3	9	15	11	-1	-3	-10	-3	9	-4

21) COCCCNC(=O)CCc1c(C)nc2c(c(C)nn2-c2ccccc2)c1C
22) CC1CCN(c2ccccc2NC(=O)c2ccc(Br)o2)CC1
23) NC(=S)NC1CC2CC1C1C=CCC21 (stereo not given)
24) O=C(COc1ccc2ccc(=O)oc2c1)Nc1ccc2c(c1)OCCO2
25) CCCS(=O)(=O)N1CCN(C2Cc3ccccc3C2)CC1
26) O=C(NC1CCCCC1)N1CCNCC1
27) C=C(C)c1cccc(C(C)(C)NC(=O)NCCCn2ccnc2)c1
28) Nc1ccc(S(=O)(=O)c2ccc(Cl)cc2)cc1
29) CCOc1ccc(C(=O)OCCCN(C)C)cc1
30) CC1=CC(=O)N(c2ccc(C)cc2)C1c1ccc(Cl)cc1 (stereo not given)
screen / no.	21	22	23	24	25	26	27	28	29	30
Platelet DG rel	1	-16	3	-3	12	7	9	1	-5	-21
SKKanGAS inh	0	88*	-3	0	-3	-2	-17	0	1	2
HSF-1 act	23	-6	-4	-15	-8	6	6	-11	11	11
IEC-6 cytotox	-4	0	0	4	-2	4	0	3	-1	-4
KLF5 inh	-26	-13	-21	-10	-31	-20	7	-5	-6	-17
AI-2 QS mod	6	29	3	7	19	-26	1	-46	10	35
HIF activator	-20	-0.3	-0.1	-0.4	-0.5	-6.5	.	0.1	0.4	-0.5
HSP90 inh	-1	1	2	2	1	3	2	5	0	0
HSF1 inhib	-3	-8	4	5	-3	-1	7	-8	-6	10
aSyn UTR inh	7	12	-4	-32	-5	18	-31	8	29	10

31) Cc1nn(CC(=O)NCc2cccc3ccccc23)c(=O)c2ccccc12
32) COc1ccc(C2=NS(=O)(=O)N(C)C(C(=O)NC3CCCCC3)=C2)cc1OC
33) c1ccc2c(c1)OCCOCCOCCO2
34) CCN1C(=O)/C(=C\N(C)C)S/C1=N\S(=O)(=O)c1ccccc1
35) Cc1ccc(OCc2n[nH]c(=S)n2-c2ccc(Br)cc2)cc1
36) COc1cccc(C2CC(c3ccccc3OC)n3nc(N)nc3N2)c1 (stereo not given)
37) COc1cc(/C=C2/C(=O)NN(c3cccc(C)c3)C2=O)cc([N+](=O)[O-])c1O
38) CC(=O)OCC1=C(C(=O)O)N2C(=O)C(NC(=O)Cn3nc(C(F)F)c(Cl)c3C)C2SC1 (stereo not given)
39) O=C(Nc1nnc(-c2ccco2)s1)C1CCCCC1
40) O=C(O)CN1C(=O)/C(=C\c2cccc(OCc3ccccc3F)c2)SC1=S
screen / no.	31	32	33	34	35	36	37	38	39	40
Platelet DG rel	-2	3	2	2	1	2	2	-3	3	10
SKKanGAS inh	-8	-2	1	5	0	-6	-2	109*	-3	7
HSF-1 act	6	-10	-7	-7	-21	4	30	0	29	58*
IEC-6 cytotox	0	2	2	0	1	-8	-9	2	4	-2
KLF5 inh	-19	-6	-1	1	-19	-25	-24	-23	-14	-10
AI-2 QS mod	17	25	12	5	3	14	70	65	20	0
HIF activator	-0.2	-0.2	0.1	-0.3	0.3	-0.3	-0.5	-1.0	1.9	0.1
HSP90 inh	0	-7	-1	1	5	-1	-4	2	2	-2
HSF1 inhib	0	-9	-8	-1	-3	-1	1	-11	21	20
aSyn UTR inh	-16	-5	8	4	-12	-14	0	2	-95	7

41) CC(=O)N1c2ccccc2C(C)=CC1(C)C
42) Cc1[nH]c2ccccc2c1/C=N/NC(=O)CNC(=O)c1cccs1
43) CCC(C)NC(=O)Cc1c(OC)ccc2cc(Br)ccc12 (stereo not given)
44) COc1ccccc1NC(=O)C(=O)N/N=C(\C)CC(=O)Nc1ccccn1
45) CN1C(=O)C(CC(=O)O)S/C1=N\N=C\c1ccc(O)cc1O (stereo not given)
46) Cc1ccc(Cn2nc(C)c(NC(=O)C3(C)CC3(Br)Br)c2C)cc1 (stereo not given)
47) COc1ccc(S(=O)(=O)N[C@H](C(=O)N2CC[C@@]3(O)CCCC[C@H]3C2)c2ccccc2)cc1
48) CCCC(C)c1nnc(NC(=O)CN2C(=O)c3ccccc3C2=O)s1 (stereo not given)
49) CCn1c(=O)cc(OCC(=O)N(C)c2ccccc2F)c2ccccc21
50) COc1ccc(/C=C2\SC(=S)N(CCC(=O)NC3C=CS(=O)(=O)C3)C2=O)cc1 (stereo not given)
51) Cn1ncc2c(Nc3ccc(Cl)c(Cl)c3)ncnc21
52) NC(=O)c1ccccc1OCCOc1ccc(Br)cc1
screen / no.	41	42	43	44	45	46	47	48	49	50	51	52
Platelet DG rel	1	-13	-2	-2	9	29	-16	-4	0	2	-4	0
SKKanGAS inh	-2	22	-8	3	2	8	-11	7	-6	-1	?	-3
HSF-1 act	-2	-2	62*	6	-18	1	2	2	17	-30	7	28
IEC-6 cytotox	-4	5	0	1	-8	7	-4	0	11	1	-7	-2
KLF5 inh	-25	11	-23	-1	-14	14	-41	-1	-35	-36	-69	-26
AI-2 QS mod	26	13	13	26	15	27	38	-88*	10	9	-3	8
HIF activator	0.0	0.4	0.0	-0.3	-0.9	-0.7	-0.1	0.0	0.0	-2.5	1.6	1.6
HSP90 inh	-4	2	4	3	3	3	-3	0	3	1	-6	-8
HSF1 inhib	-2	-3	26	2	1	0	-11	-7	-1	-21	-4	16
aSyn UTR inh	7	3	0	8	-9	3	-17	-9	26	66*	-37	-63

In a second layout: results already given.
no.	SMILES	Platelet DG rel	SKKanGAS inh	HSF-1 act	IEC-6 cytotox	KLF5 inh	AI-2 QS mod	HIF activator	HSP90 inh	HSF1 inhib	aSyn UTR inh
41	CC(=O)N1c2ccccc2C(C)=CC1(C)C	1	-2	-2	-4	-25	26	0.0	-4	-2	7
42	Cc1[nH]c2ccccc2c1/C=N/NC(=O)CNC(=O)c1cccs1	-13	22	-2	5	11	13	0.4	2	-3	3
51	Cn1ncc2c(Nc3ccc(Cl)c(Cl)c3)ncnc21	-4	?	7	-7	-69	-3	1.6	-6	-4	-37
